Screening results (PubChem BioAssay)
ERAP1 HTS inh: ERAP1 (human) enzyme inhibition; 340,000 tested, 0.15% active; Q9NZ08; inhibition, % at 10.7 µM; recombinant ERAP1, Leu-AMC fluorescence, 60 min;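 active = mean replicate inhibition of at least 30%, or all replicates individually reaching that 30% level; inactive = mean below 30% and not every replicate reaching it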;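 note: 0% = neutral control wells and 100% = L-leucinethiol positive control wells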
Target sequence (Q9NZ08 whole entry, looked up): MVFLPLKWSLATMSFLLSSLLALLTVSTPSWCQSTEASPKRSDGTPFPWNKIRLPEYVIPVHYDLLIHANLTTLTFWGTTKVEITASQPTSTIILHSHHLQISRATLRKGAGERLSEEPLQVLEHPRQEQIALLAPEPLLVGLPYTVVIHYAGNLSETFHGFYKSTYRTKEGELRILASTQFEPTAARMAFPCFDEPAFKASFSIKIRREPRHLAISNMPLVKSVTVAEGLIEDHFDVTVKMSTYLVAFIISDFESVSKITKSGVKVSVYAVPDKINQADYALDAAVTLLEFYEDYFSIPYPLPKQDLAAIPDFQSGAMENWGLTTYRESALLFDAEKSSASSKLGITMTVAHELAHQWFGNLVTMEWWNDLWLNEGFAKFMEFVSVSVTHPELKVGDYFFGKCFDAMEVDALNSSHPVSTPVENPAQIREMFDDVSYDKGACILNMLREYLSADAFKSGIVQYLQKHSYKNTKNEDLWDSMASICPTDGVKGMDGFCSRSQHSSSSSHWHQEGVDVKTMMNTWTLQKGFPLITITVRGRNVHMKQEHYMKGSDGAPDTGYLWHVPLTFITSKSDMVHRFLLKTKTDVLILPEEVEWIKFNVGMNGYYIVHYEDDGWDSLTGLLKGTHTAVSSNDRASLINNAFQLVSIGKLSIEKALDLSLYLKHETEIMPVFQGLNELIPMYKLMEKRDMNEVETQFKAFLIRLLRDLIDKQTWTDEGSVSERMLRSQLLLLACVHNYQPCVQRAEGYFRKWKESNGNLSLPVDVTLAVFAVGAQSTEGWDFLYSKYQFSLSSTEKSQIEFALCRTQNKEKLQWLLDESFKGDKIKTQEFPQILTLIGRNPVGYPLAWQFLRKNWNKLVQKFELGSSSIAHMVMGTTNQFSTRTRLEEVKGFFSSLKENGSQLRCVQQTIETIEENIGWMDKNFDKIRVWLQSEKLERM
EWS-Fli block: EWS/Fli transcriptional activity inhibition. A673 NR0B1-luciferase reporter, viability-normalised. inhibition, % at 12.6 µM. 350,000 tested, 0.67% active;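 active = mean inhibition of at least 50% after viability correction, with every replicate also passing that limit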;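 note: firefly luciferase signal divided by Alamar Blue viability fluorescence both relative to DMSO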
PAX8 inh HTS: lowers PAX8-driven luciferase in RMG-I cells | RMG-I TPO-luciferase reporter, SteadyGlo, 24 h | inhibition, % at 12.6 µM | 360,000 tested, 1.2% active | AID 652154;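 active = mean replicate inhibition at least 60% with every replicate also reaching 60%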;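 note: luciferase light reporting Pax8 driven TPO promoter activity; plate controls were median of neutral control wells for no effect and mitoxantrone controls for full effect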
S100A4 inh HTS: inhibitors of human S100A4 binding to myosin IIA peptide; P26447; S100A4/TAMRA-MyoIIA peptide fluorescence polarization; inhibition, % at 10.7 µM; 360,000 tested, 0.14% active;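 active = mean inhibition of at least 70% across replicates, with every replicate also reaching that level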
Target sequence (P26447 whole entry, looked up): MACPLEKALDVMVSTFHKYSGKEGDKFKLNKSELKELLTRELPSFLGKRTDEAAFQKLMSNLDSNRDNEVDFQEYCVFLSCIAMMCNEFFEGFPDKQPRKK
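Test system: S100A4 monomer protein; Medium: HEPES pH 7.2 with CaCl2, KCl, NaCl, DTT, Triton; Probe or stimulus: TAMRA-labelled myosin IIA heavy-chain peptide probe, 5 nM; Doses: one dose per compound; Times: polarization read 5 min after assay mix addition, stable 5–60 min; Benchmarks: neutral control DMSO, positive control TFP.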
PglD inh: blocks C. jejuni PglD acetyltransferase activity; purified PglD enzyme, DTNB colorimetric CoA detection; inhibition, % at 12.5 µM; 360,000 tested, 0.098% active; AID 602405; in the data active = inhibition above about 16%, passing the limit was not always enough; note: strong numbers were not always called active
FN deposition inh: fibronectin deposition inhibition. AH1F fibroblasts, Alexa488-fibronectin deposition fluorescence, overnight. 350,000 tested, 0.086% active. AID 743247. inhibition, % at 12.6 µM;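 active = mean inhibition across replicates of 30% or more, regardless of how many single replicates reach that level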;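 note: positive control wells lacked labelled fibronectin entirely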
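Schedule: 1 h cell adhesion before compound, then overnight fibronectin incubation; test system: AH1F fibroblast monolayer depositing Alexa488-labelled fibronectin into matrix; quantity: 10000 AH1F cells per well; probe or stimulus: fluorescent fibronectin at 24 nM final; signal: fluorescence, ex 485 nm, em 525 nm; evaluation: percent inhibition as loss of matrix-bound fibronectin fluorescence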
LGR2 inh: blocks bursicon-induced cAMP signaling via Drosophila LGR2; HEK293 LGR2, CRE-luciferase, bursicon-stimulated, 4 h; inhibition, % at 9.99 µM; 380,000 tested, 0.35% active; AID 720647;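 active = drop in luminescence signal, shown as inhibition above about 50% in the replicate tests, limit read from the data, passing the limit was not always enough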;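 note: agonist challenge used bursicon conditioned medium at about half maximal strength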
PGC1a acetyl inh: modulators of PGC1a acetylation; U2OS PGC1a acetylation, AlphaScreen anti-acetyl-lysine; with virally co-expressed GCN5 acetyltransferase; inhibition, % at 15.6 µM; 350,000 tested, 0.17% active;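 active = every replicate shows inhibition of at least 40%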;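 note: 0% = neutral control wells and 100% = positive control wells; some results beyond the cut were filed as inactive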
Starred values were filed as active, the others as inactive; / = not tested or not shown. An unsorted share of the library; 2.1% or so of the library scored in one or more.

The line under a structure holds: ERAP1 HTS inh	EWS-Fli block	PAX8 inh HTS	S100A4 inh HTS	PglD inh	FN deposition inh	LGR2 inh	PGC1a acetyl inh
CC[C@]12c3[nH]c4ccccc4c3CCN1C(=O)C(CC(=O)NCc1cccc(C(F)(F)F)c1)C[C@@H]2C(=O)N1CCN(C(=O)c2ccco2)CC1 (some centres undefined)
    /	8	10	-5	1	2	37	3
Cc1noc(C)c1NC(=O)Nc1ccc2c(c1)C(=O)N([C@H](C)CO)C[C@H](C)[C@H](CN(C)Cc1ccc(Cl)c(Cl)c1)O2
    1	-7	-3	2	1	/	2	-5
O=C(c1cc(COc2ccc(F)cc2Cl)on1)N1CCCCCC1
    2	-83	-206	6	-2	-3	-73	-1
C[C@H](CO)N1C[C@H](C)[C@H](CN(C)Cc2ccc(-c3ccccc3)cc2)Oc2ncc(C#CCN(C)C)cc2C1=O
    -1	31	/	-8	2	/	-4	-12
C[C@@H]1CN([C@H](C)CO)C(=O)c2cccc(NC(=O)C3CCOCC3)c2O[C@@H]1CN(C)Cc1ccc(Cl)c(Cl)c1
    0	-3	-5	1	0	/	2	10
CC1CCC/C=C/C(=O)c2c(O)cc(O)cc2CC(=O)O1 (centres undefined)
    12	45	/	-3	5	/	69*	16
C[C@H](CO)N1C[C@H](C)[C@@H](CN(C)S(=O)(=O)c2ccc(Cl)cc2)OCCCC[C@H](C)Oc2ccc(NC(=O)Cc3ccccc3)cc2C1=O
    3	14	-36	-2	1	/	-1	-3
S=C1NC2=C(CCCC2=C2SCCCS2)C(c2ccccc2)N1 (centres undefined)
    -5	-5	19	-5	/	-17	25	12
Nc1cc(N)nc(SCCOc2ccccc2F)n1
    /	/	-153	/	4	-7	/	-12
CCCCCN(C(=O)CCC(=O)OCC(=O)N1CCCC(C)C1)c1c(N)n(CCCC)c(=O)[nH]c1=O (centres undefined)
    -1	3	1	-4	0	-1	7	2
O=c1[nH]c(Cc2ccc(F)cc2)nc2scc(-c3ccc(F)cc3)c12
    -3	-8	-9	-2	4	-10	-5	1
Cc1ccc(S(=O)(=O)Nc2ccc3c(c2)C(=O)N([C@@H](C)CO)C[C@@H](C)[C@@H](CN(C)Cc2ccc(Cl)c(Cl)c2)O3)cc1
    -4	14	/	1	-1	/	20	-4
COc1cccc(NS(=O)(=O)c2c(C)n(C)c(=O)n(C)c2=O)c1
    5	-13	2	-1	1	2	3	/
COc1ccc(N(C)C(=O)c2cc3c(s2)-c2ccc(Cl)cc2S(=O)(=O)C3)c(OC)c1
    -3	17	35	6	1	-21	6	6
CS(=O)(=O)c1ccc(Cl)c(NC(=O)CN2CCN(C(=O)c3cccs3)CC2)c1
    3	-4	13	-5	/	-2	-6	13
CCN(CCCNC(=O)CCn1c(=O)[nH]c2ccsc2c1=O)c1ccccc1
    -1	-1	10	3	0	-8	0	8
O=C(COc1cccc2c1CCN(Cc1ccccc1F)C2=O)N1CCCCC1
    -1	4	17	2	/	4	8	/
O=C(Cn1cnc2c(nnn2Cc2ccc(F)cc2)c1=O)Nc1cccc(F)c1
    -1	-3	-12	-4	/	-6	3	/
O=C(Nc1cc(F)ccc1F)N1CC(=O)N2[C@H](CO)[C@H](c3ccc(-c4cccnc4)cc3)[C@@H]2C1
    0	/	/	8	/	/	4	3
CCOC(=O)c1c(S(=O)(=O)NCC(=O)Nc2cccc(C)c2)c(C)n(C)c1C
    1	-6	11	5	5	13	-12	6

Random excerpt: two records from the list.
The line under a structure holds: ERAP1 HTS inh	EWS-Fli block	PAX8 inh HTS	S100A4 inh HTS	PglD inh	FN deposition inh	LGR2 inh	PGC1a acetyl inh
C[C@H](CO)N1C[C@H](C)[C@@H](CN(C)S(=O)(=O)c2ccc(Cl)cc2)OCCCC[C@H](C)Oc2ccc(NC(=O)Cc3ccccc3)cc2C1=O
    3	14	-36	-2	1	/	-1	-3
Cc1ccc(S(=O)(=O)Nc2ccc3c(c2)C(=O)N([C@@H](C)CO)C[C@@H](C)[C@@H](CN(C)Cc2ccc(Cl)c(Cl)c2)O3)cc1
    -4	14	/	1	-1	/	20	-4

Following part.
The line under a structure holds: ERAP1 HTS inh	EWS-Fli block	PAX8 inh HTS	S100A4 inh HTS	PglD inh	FN deposition inh	LGR2 inh	PGC1a acetyl inh
Cc1cc(=O)oc2cc(OCC(=O)NCCCN3CCOCC3)c(Cl)cc12
    -1	/	-8	6	1	1	2	7
CC(CCc1ccccc1)NC(=O)c1cc2sccc2n1C (centres undefined)
    2	-22	/	0	/	/	-20	37
C[C@H](CO)N1C[C@H](C)[C@H](CN(C)C(=O)Nc2ccc3c(c2)OCO3)Oc2c(NS(=O)(=O)c3cn(C)cn3)cccc2C1=O
    -2	-3	/	7	0	/	-18	9
Cc1ccccc1C(=O)NC1CCN(C(=O)NC2CCCCC2)CC1
    -8	2	1	-4	2	2	9	/
Cc1nc2cc(Cl)ccc2n1CCO
    -1	-1	/	0	-2	/	6	-3
CN(C(=O)CSc1nc(-c2ccc(C(C)(C)C)cc2)c(C#N)c(=O)[nH]1)C1CCCCC1
    1	-4	-21	-10	2	-3	2	35
CCN(CC)S(=O)(=O)c1ccc(OC)c(NC(=O)Cc2cccs2)c1
    3	-7	-28	-5	/	/	-3	/
Nc1c(C(=O)Nc2ccc(S(=O)(=O)N3CCCC3)cc2)sc2nc3ccc(OC(F)(F)F)cc3cc12
    /	/	42	/	5	-6	-7	-4
Cc1ccc2nc(SCC(=O)c3ccc4c(c3)OCO4)[nH]c2c1
    -2	/	/	3	-2	/	-34	5
O=c1cc(CN2CCN(S(=O)(=O)c3ccccc3)CC2)nc2sccn12
    -2	10	11	2	/	4	/	/
COc1cccc(CN2CCCCN3[C@H](C2)[C@@H](c2ccc(-c4cccnc4)cc2)[C@@H]3CO)c1
    /	2	-31	/	1	/	1	1
CC(=O)N(C)C[C@H]1Oc2cc(-c3ccccc3F)ccc2S(=O)(=O)N([C@@H](C)CO)C[C@H]1C
    1	-8	/	1	3	1	25	4
CCCC(C(=O)Nc1ccc(S(=O)(=O)Nc2nccs2)cc1)c1ccccc1 (centres undefined)
    -7	15	-9	1	0	-6	13	/
Nc1cc(=O)n(Cc2ccccc2)c(=O)n1Cc1ccccc1
    5	4	/	21	/	1	-14	/
O=C1CC(c2ccccc2)CN1S(=O)(=O)c1ccccc1 (centres undefined)
    /	10	-7	-9	-2	10	1	/
COc1ccc(Cn2cccc(NC(=O)Nc3ccc(F)cc3)c2=O)cc1
    -1	-18	7	2	/	-6	28	-12
Cc1ccc(S(=O)(=O)Nc2ccc3c(c2)CC(=O)N([C@H](C)CO)C[C@@H](C)[C@@H](CN(C)S(=O)(=O)c2cccs2)O3)cc1
    -5	1	7	-2	-2	/	2	-17
CCOc1ccc(-c2nc(CS(=O)(=O)CC(=O)NCc3ccc(F)cc3)c(C)o2)cc1
    6	-2	-8	10	5	5	-27	10
CN1C(=O)c2cc(NC(=O)Nc3ccccc3)ccc2OC[C@@H]2O[C@H](CC(=O)NC3CCC3)CC[C@H]21
    1	9	-3	30	0	0	0	-4
Cc1nc(N)[nH]c(=O)c1CCCNc1ccc(CCC2(CCl)OCCO2)cc1
    1	-67	-110	-3	-8	/	-56	-32
CCOC(=O)c1cn(Cc2ccc(Br)cc2)nn1
    /	/	-19	/	5	-2	-13	-5
Cc1nn(Cc2ccccc2)c(Cl)c1C(=O)NCc1ccc(C)n1C
    /	/	8	/	-2	4	/	3
CCOc1ccc(CCNC(=O)CCS(=O)(=O)c2ccc(C)cc2)cc1OCC
    2	4	7	-7	7	5	-2	-14
O=C(Nc1ncc(Cc2ccc(SC(F)F)cc2)s1)c1ccccc1
    /	/	-48	/	1	2	/	3
COc1cccc(CN(C)c2nc(-c3cccs3)nc3ccccc23)c1
    -3	6	-10	-2	/	0	12	/
CCCCc1ccc(/C=C2\C(=O)ON=C2c2ccccc2)s1
    6	-15	-8	0	/	-5	15	/
OC[C@H]1[C@H](c2ccc(C#Cc3ccccc3)cc2)[C@H]2CN(CC3CCOCC3)CCCCN21
    4	9	2	-23	1	/	-17	-21
Cc1nc(C(F)(F)F)ccc1C(=O)N1CCC1(C)C(=O)NS(=O)(=O)c1cccc(C#N)c1 (centres undefined)
    0	-5	-7	-3	-2	/	-8	-1
CCN1CCN(C(=S)c2ccc(OCC(=O)NCc3ccccc3)cc2)CC1
    -2	16	16	1	/	14	-2	/
CCN1CCN(c2nc(Nc3cc(OC)ccc3OC)nc(Nc3cc(OC)ccc3OC)n2)CC1
    -4	32	-4	-2	5	1	/	7
CCOc1ccc2nc(SCC(=O)c3cccs3)sc2c1
    /	/	-267	/	2	3	/	-4
COc1ccccc1CN1[C@H](CO)[C@H]2c3ccccc3N(C(=O)C3CCCCC3)C[C@H]21
    -4	17	-3	-1	7	/	1	-16
O=C(CC[C@H]1O[C@@H](n2cnc3c(NC(=O)c4ccccc4)ncnc32)[C@H](O)[C@@H]1O)N[C@@H](CO)c1ccccc1
    7	-3	0	0	-4	5	2	-14
Cc1ccc(CNC(=O)CN(c2ccc(C(C)C)cc2)S(=O)(=O)c2c(C)noc2C)cc1
    3	9	-1	-1	1	-2	-8	6
CC(=O)N1CCN(c2ccc(NC(=O)/C=C/c3ccccc3)cc2)CC1
    -1	-8	-7	-10	-1	3	-7	/
O=C(COC(=O)Cn1cnc2ccccc21)NCc1ccc(F)cc1
    /	1	0	0	/	8	10	/
COc1cccc(/C=C2\SC(=S)N(C(C)C(=O)NC3C=CS(=O)(=O)C3)C2=O)c1 (centres undefined)
    -3	-6	14	2	-12	-7	2	-12
O=C(O)c1ccccc1NC(=O)C(Cc1ccccc1)N1C(=O)c2ccccc2C1=O (centres undefined)
    -1	1	-3	-4	-3	-8	-2	-4
Cc1ccc(C)c(-c2csc(NC(=O)C3=COCCO3)n2)c1
    0	5	-22	-6	/	-1	-21	/
CN1CCCCN2[C@@H](CO)[C@H](c3ccc(-c4cccnc4)cc3)[C@@H]2C1
    -1	-5	-27	-10	1	/	-1	0
CC(C)NC(=O)N(C)C[C@@H]1Oc2ccc(NS(=O)(=O)c3ccccc3)cc2C(=O)N([C@H](C)CO)C[C@@H]1C
    1	-5	1	112*	4	11	8	-1
COc1ccccc1C(=O)NC(CCSC)C(=O)NC1CCCCCC1 (centres undefined)
    -2	-3	4	-1	2	3	26	/
CCc1csc(N2[C@H](CO)[C@H](c3ccc(-c4cccc(F)c4)cc3)[C@@H]2C#N)n1
    0	-8	7	7	0	14	-5	-6
CCOC(=O)C1(CCOc2ccccc2)CCN(Cc2ccc(OC)c(COC)c2)CC1
    0	25	30	-2	1	-1	17	13
COc1cccc([C@@H]2CC=C(C(=O)O)[C@H](c3ccc(Br)cc3)N2S(=O)(=O)c2ccc(C)cc2)c1
    1	-4	2	1	-4	-4	10	18
CCCCn1c(=S)[nH]c2c(=O)n(C)c(=O)n(C)c21
    6	0	3	-2	2	4	5	-2
CS(=O)(=O)N1CCc2cc(NC(=O)c3ccc(Cl)cc3Cl)ccc21
    1	-24	7	-2	/	-3	0	-13
N#Cc1[nH]nc2nc[nH]c(=O)c12
    4	-1	-16	0	/	-7	1	/
Cc1ccc(CN2CCC(C(=O)Nc3ccc(Oc4cccnc4)cc3)CC2)cc1
    -2	15	-7	1	5	-4	-12	-8
C[C@H](O)C#Cc1ccc2c(c1)O[C@@H](CN(C)C(=O)CN(C)C)[C@H](C)CN([C@H](C)CO)S2(=O)=O
    1	-5	/	3	3	/	8	13
C[C@@H]1CN([C@@H](C)CO)C(=O)c2cc(NC(=O)Cc3ccccc3)ccc2O[C@@H](C)CCCCO[C@@H]1CN(C)S(=O)(=O)c1ccc(F)cc1
    /	3	9	/	-3	6	5	11
